Lipid droplet – hepatic lipid droplet formation modulation. AML12 mouse hepatocytes, oleate lipid droplets, BODIPY imaging. inhibition, % at 6.5 µM. 240,000 tested, 0.4% active;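 active means lipid droplet intensity inhibited by at least 50%, with more than 500 cells counted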
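Material – AML12 mouse liver cells · Also added – oleate loading, 100 µM · Compound dosing – 6.5 µM single-point dosing · Times – overnight treatment with compound plus oleate · Measured by – fluorescence imaging, 20x objective, two fields per well · Read-out – percent inhibition of filter-corrected integrated lipid droplet intensity per well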
PMI inhibitors – MPI enzyme activity inhibition – biochemical, fluorescence intensity, coupled assay, primary screen (AID 1209) | purified PMI enzyme, coupled fluorescence intensity; higher % means a stronger effect | inhibition, % at 20 µM; hits with a dose series show IC50 in µM | 190,000 tested, 0.42% active; in the data active means inhibition above about 50%;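 further: plate controls were DMSO vehicle for no effect and wells lacking substrate for full effect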
TNAP activation fold – stimulation of alkaline phosphatase TNAP activity – biochemical, luminescent, no phosphate acceptor, uHTS, primary screen (AID 1001); purified TNAP, luminescent activation assay, no phosphate acceptor; higher activation fold means a stronger effect; activation fold at 20 µM; hits with a dose series show EC50 in µM; 200,000 tested, 0.03% active; in the data active means activation fold from about 3, or a potency from the dose series; inactive means the rest, 99 in 100 with activation fold below about 1.6; further: many of its hits are not listed in these tables
Myeloid diff 2 – compounds promoting myeloid differentiation | 360,000 tested, 1% active | calls only at 10 µM | AID 624256 | ER-HoxA9 myeloid progenitors, lysozyme-GFP differentiation, flow cytometry;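 active means normalized GFP-positive differentiation at or above the plate's own cutoff, the solvent-only control mean plus 3 SD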;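 further: cells exposed to compound for four days before flow analysis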
Dynein transport – dynein cargo transport inhibition. AID 1381. z-score, hits read low. 220,000 tested, 0.47% active. 3617.4 mouse cells, GR-EGFP nuclear translocation imaging; test concentration mostly 20 µM; stimulated with dexamethasone, 1 µM; hits give low values;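 active means plate z-score of nuclear minus cytoplasmic receptor signal below a set negative limit, without overly bright fluorescence or cell loss, cut at about -3.5 in these data, passing the limit was not always enough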;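 further: z-score of nuclear minus cytoplasmic ring GR-EGFP intensity difference per well; some compounds called inactive have numbers as strong as hits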
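Medium: Induction medium lacking tetracycline, stripped serum | Probe or stimulus: 1.0 µM final dexamethasone stimulus | Schedule: 48 h induction, then 1 h compound, then 30 min agonist, 37 °C | Signal: Automated 10x imaging of fixed Hoechst-stained cells | Evaluation: Per-cell GR-EGFP intensity, nucleus versus surrounding cytoplasmic ring, well-averaged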
T cell HTS – modulates CD8 T cell binding to vesicles | 2C CD8+ T cell-vesicle binding, flow cytometry; hits give low values | calls only at 7 µM | 330,000 tested, 0.068% active | AID 2052;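 active means response, share of CD8 T cells binding vesicles, and their 90th percentile fluorescence all below set limits, cut at about 80% in these data, passing the limit was not always enough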
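incubation = binding step 1.5 h, 37 °C, antibody labelling 20 min, ice | test system = 2C mouse CD8+ T cells | read-out basis = percent CD8+ FL2 mean versus row control | controls = Peptide-free naked vesicles (low) and QL9 vesicles with 0.7% DMSO vehicle (high) | detection = flow cytometry of vesicle-bound cells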
Ins promoter up – MIN6 insulin promoter up-regulation; 190,000 tested, 0.3% active; AID 1625; MIN6 insulin promoter-GFP reporter, high-content imaging; hits give high values; z-score at 5 µM;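 active means z-score above 3 at 5 µM with at least 500 cells counted in the well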
bCat nuc transl – alters nuclear translocation of beta-catenin in HeLa cells; immunofluorescence imaging; nuclear translocation activity, % at 5 µM; 190,000 tested, 0.3% active; AID 1665;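 active means nuclear translocation activity above 50% at 5 µM, with a well cell count of 50 or more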;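 further: per-cell ratio of nuclear to cytoplasmic median beta-catenin stain intensity; plate controls were DMSO negative control for no effect and GSK-3 inhibitor IX positive control for full effect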
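Read-out: Nuclear/cytoplasmic beta-catenin signal ratio, % activation | Assay system: Human HeLa cell line | Times: 24 h compound exposure at 37°C, 5% CO2 | Signal: Fluorescence imaging of beta-catenin antibody stain plus DAPI | Dosing: 5 µM primary, 0.02–20 µM confirmation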
MT stabilize HCS – stabilizes microtubules in HeLa cells; HeLa tubulin immunostaining HCS, 24 h; share of cells brighter than vehicle mean+2SD; % tubulin-high responders, % at 10 µM; 200,000 tested, 0.83% active; AID 2205;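 active means plate Z-score above 3 for both tubulin-high and condensed-nucleus cell shares, with cell loss under 80%, at 10 µM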;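 further: anti alpha tubulin signal scored within the nucleus-defined area of each cell; some results filed as inactive read as strong as hits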
Dynein transport cytoplasmic EGFP – recorded beside Dynein transport, whose call it bears; z-score; measured here: cytoplasmic GR-EGFP intensity; hits give high values
Dynein transport nuclear GR-EGFP – recorded beside Dynein transport, whose call it bears; z-score; measured here: nuclear GR-EGFP intensity;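 lower value marks the stronger effect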
Dynein transport cell count – further read-out of Dynein transport, marked with its call; z-score; measured here: cell count per field
Ins promoter up cell count – recorded beside Ins promoter up, whose call it bears; cell count; measured here: cytotoxicity, nuclei count;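 total cells summed across four imaged fields per well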
Lipid droplet cells 6.5 µM – recorded beside Lipid droplet, whose call it bears; cell count; measured here: cell count, cytotoxicity flag;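 cells counted across two imaged fields per well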
bCat nuc transl cell count 5 µM – further read-out of bCat nuc transl, marked with its call; cell count; measured here: cell count, cytotoxicity flag
T cell HTS vesicle-bound % – further read-out of T cell HTS, marked with its call; double positive events, %; measured here: CD8+ vesicle-bound cell fraction;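 binding gate set so that unloaded-vesicle control wells show 10% double positive cells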
MT stabilize HCS Hoechst-high % – second read-out of MT stabilize HCS, no call of its own (marks repeat the call); % Hoechst-high responders; measured here: nuclear condensation Hoechst responders;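 share of cells brighter than vehicle mean plus two SD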
MT stabilize HCS cytotoxicity % – also measured in MT stabilize HCS; calls as there; toxicity, %; measured here: cytotoxicity by cell density;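 0% = mean cell density of plate MIN control wells and 100% = no cells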
Myeloid diff 2 GFP+ MAC1+ % – further read-out of Myeloid diff 2, marked with its call; GFP+ MAC1+ double positive, %; measured here: differentiation confirmed by MAC1 staining
* marks the source's active call; other numbers are inactive results; i = inactive; x = no result given. Compounds as they come. Share with any hit: about 3%.

SMILES	Lipid droplet	Lipid droplet cells 6.5 µM	PMI inhibitors	TNAP activation fold	Myeloid diff 2	Myeloid diff 2 GFP+ MAC1+ %	Dynein transport	Dynein transport cytoplasmic EGFP	Dynein transport nuclear GR-EGFP	Dynein transport cell count	T cell HTS	T cell HTS vesicle-bound %	Ins promoter up	Ins promoter up cell count	bCat nuc transl	bCat nuc transl cell count 5 µM	MT stabilize HCS	MT stabilize HCS Hoechst-high %	MT stabilize HCS cytotoxicity %
O=C(N/N=C/c1c(F)c(F)c(F)c(F)c1F)c1cccc(S(=O)(=O)N2CCOCC2)c1	-17.2	586	-8.4%	1.1	i	0.1	-0.247	-0.311	0.149	0.386	i	8.6	0.28	1230	-1.4	1057	3.2	2.0	7.8
CCOc1nc(-c2ccccc2)ccc1-c1noc(-c2ccco2)n1	6.6	713	-0.2%	1.1	i	0.7	-0.631	-0.143	-0.35	1.1	i	17.4	0.32	1172	-3.2	1205	3.5	2.7	10.0
C=CCSc1n[nH]c(-c2ccc(OCCC)cc2)n1	37.4	713	12.3%	0.5	i	7.1	-0.601	-0.251	-0.509	0.547	i	47.7	x	x	x	x	1.5	0.9	4.6
CCOc1ccccc1OCC(=O)NC1CCCCC1	5.1	772	-5.2%	1.1	i	2.5	-0.747	-0.0906	-0.436	1.03	i	18.3	x	x	-1.4	1162	1.7	1.8	3.9
COc1ccc(-n2cc(-c3ccccc3)c3c(N4CCN(CCO)CC4)ncnc32)cc1	28.5	601	20.7%	1.1	i	1.0	-1.54	1.1	-0.466	-4.77	i	45.9	-0.21	1352	-1.5	1051	2.3	3.3	9.2
COc1ccc(C(=O)n2nc(C#N)c(C#N)c2N)cc1	16.0	742	x	x	i	0.4	-0.152	-0.219	-0.0842	0.308	i	30.0	-0.09	1442	0.2	1081	x	x	x
Cc1ccc(C2NC(c3ccc(C)cc3)C([N+](=O)[O-])C(C)(C)C2[N+](=O)[O-])cc1 (stereo not drawn)	-1.2	681	9.6%	1.1	i	0.6	0.31	-0.244	0.267	0.296	i	57.8	-0.74	1395	-3.2	1109	2.7	2.2	8.0
CCC(=O)Nc1ccc(NC(=O)CSc2nnnn2C(C)C)cc1	-2.3	691	10.3%	1.1	i	1.4	-0.895	-0.24	0.16	0.144	i	40.3	x	x	-0.3	1104	2.5	2.0	12.1
CCCn1nnc(NC(=O)c2ccccc2Cl)n1	1.2	781	1.0%	1.1	i	3.8	-0.361	-0.175	0.0934	-0.235	i	11.5	-0.15	1359	-2.0	1224	2.0	0.8	3.5
Cc1nc2nc(SCC(=O)c3ccccc3)[nH]c2cc1Br	5.8	702	x	x	i	0.8	-0.705	-0.243	0.0286	0.353	i	2.9	-0.08	1035	-1.0	1328	x	x	x
COc1ccc(Nc2n[nH]c(N)c2C(N)=O)cc1	0.1	703	-1.8%	1.1	i	0.0	-1	-0.329	0.138	1.75	i	56.6	-1.65	1216	-0.7	1135	5.6	2.9	5.8
Cc1ccnc(NC(c2ccncc2)c2c(C)[nH]c3ccccc23)c1 (stereo not drawn)	4.1	604	18.2%	1	i	0.2	0.0171	-0.234	0.0574	-0.0911	i	53.8	0.1	1461	-0.3	1092	3.3	2.8	5.1
O=C1CC(O)(C(F)(F)F)Oc2c1ccc1ccccc21 (stereo not drawn)	-0.3	726	20.2%	1.1	i	1.1	-1.26	2.53	-0.24	-3.68	i	33.0	-0.87	1301	1.7	1148	7.7	6.0	8.4
CCOc1ccc(Br)cc1S(=O)(=O)Nc1cccc(S(=O)(=O)NC2=NCCC2)c1	-16.9	652	7.1%	0.9	i	0.3	-0.157	-0.299	0.422	0.525	i	37.5	0.31	1462	0.2	1448	3.3	2.4	6.6
Cn1c(NCc2ccccc2O)nc2ccccc21	x	x	0.3%	1	i	1.6	-0.212	-0.209	0.115	0.395	i	31.4	1.34	1247	1.3	1176	2.9	2.4	4.7
COc1ccc(N2C(=O)C(CC(=O)Nc3ccccc3)N(Cc3ccc4c(c3)OCO4)C2=O)cc1 (stereo not drawn)	x	x	-0.9%	0.9	i	5.6	0.795	-0.333	0.198	-0.102	i	13.9	0.31	1256	-0.4	1389	5.7	5.2	8.6
CCOC(=O)c1cc2cc3ccccc3cc2[nH]1	-6.6	699	23.0%	1.1	i	1.9	-0.858	-0.213	-0.243	-0.347	i	35.9	x	x	3.0	969	4.1	3.1	7.1
CCN(CC)S(=O)(=O)c1cc(OC)c(Cl)cc1Cl	-2.9	774	6.2%	1	i	6.8	1.68	-0.442	1.02	-0.44	i	35.8	0.05	913	x	x	2.4	1.7	6.1
COc1ccc(C(=O)N2CC3(C)CC2CC(C)(C)C3)cc1 (stereo not drawn)	-19.8	760	12.0%	1.1	i	0.7	0.025	-0.295	0.308	0.0836	i	3.7	-0.3	1272	0.4	1116	3.7	1.0	4.0
Nc1cc(=O)[nH]n1C1CCCCC1	7.1	685	3.2%	1.1	i	0.1	1.55	-0.298	0.482	0.252	i	25.5	0.74	1480	-2.3	1093	2.5	2.0	6.8
CCCCn1nnnc1SCC(=O)Nc1ccc(N(C)C)cc1	-0.3	773	8.6%	1.1	i	4.7	0.463	-0.245	0.332	0.149	i	11.6	-0.13	937	-3.9	1163	2.9	2.2	7.0
Cc1ccc(C(C(=O)NC2CCCC2)N2CCc3ccccc32)cc1 (stereo not drawn)	x	x	6.0%	1.1	i	3.4	-0.455	-0.0984	-0.148	0.0466	i	51.3	0.15	817	x	x	1.6	5.2	8.1
C/C(=N\OCC(=O)Nn1c(C)nc2ccccc2c1=O)c1cccs1	1.6	672	x	x	i	0.3	0.221	-0.249	0.246	-0.158	i	40.9	-0.04	1057	0.2	1317	x	x	x
O=C(COC(=O)CCc1ccccc1)Nc1ccccc1OC(F)F	0.7	692	x	x	i	0.3	-0.436	-0.251	0.588	-0.212	i	39.2	0.7	1065	1.1	1314	x	x	x
Cc1c(/C=N/NC(=O)c2ccc(Br)o2)cnn1C	1.0	732	x	x	i	1.0	-0.274	-0.297	-0.542	1.44	i	27.8	-0.02	1399	1.2	1037	x	x	x
Additional records follow:
SMILES	Lipid droplet	Lipid droplet cells 6.5 µM	PMI inhibitors	TNAP activation fold	Myeloid diff 2	Myeloid diff 2 GFP+ MAC1+ %	Dynein transport	Dynein transport cytoplasmic EGFP	Dynein transport nuclear GR-EGFP	Dynein transport cell count	T cell HTS	T cell HTS vesicle-bound %	Ins promoter up	Ins promoter up cell count	bCat nuc transl	bCat nuc transl cell count 5 µM	MT stabilize HCS	MT stabilize HCS Hoechst-high %	MT stabilize HCS cytotoxicity %
CCCCCN=Cc1c(C)[nH]n(-c2nc3ccccc3s2)c1=O	x	x	8.3%	1	i	0.9	-0.629	-0.329	-0.316	0.429	i	61.4	-0.46	1188	-1.0	1178	5.5	3.2	3.9
O=C(CSc1ncnc2c1cnn2-c1ccc(F)cc1)NCc1ccc2c(c1)OCO2	-4.2	675	-14.2%	1	i	1.2	0.262	-0.195	0.646	-1.25	i	5.4	0.08	1226	1.1	883	1.5	1.9	8.9
CCC(=O)NC(=S)Nc1ccc(NC(=O)c2ccco2)c(Cl)c1	2.5	686	3.3%	1.1	i	0.4	0.909	-0.0666	1.1	-0.644	i	38.2	0.27	1512	0.6	956	2.7	1.1	5.4
N/C(Cc1ccc(Cl)cc1Cl)=N\OC(=O)c1ccc(Br)o1	57.1*	758*	x	x	i	0.2	0.789	-0.785	0.0821	-0.914	i	33.3	0.1	950	0.9	1289	x	x	x
CN(C)C(=O)CCC(=O)N1CCCC(C(=O)c2ccc3c4c(cccc24)CC3)C1 (stereo not drawn)	13.9	696	7.1%	1.1	i	0.5	0.964	-0.3	0.256	0.0326	i	27.4	-0.68	1436	-3.0	987	3.8	1.5	3.8
COc1ccccc1-c1nnc(SCC(=O)NC2CCCCC2)o1	3.9	678	5.3%	1.1	i	1.5	-0.103	-0.148	0.234	-0.566	i	44.9	x	x	0.2	1148	5.3	3.1	4.2
Cc1cc(C)n2nc(SCc3nnc(-c4ccc(F)cc4)o3)nc2n1	2.5	719	2.2%	1.1	x	x	0.0517	-0.116	0.123	0.64	i	50.7	-0.18	1398	-0.9	1072	3.5	2.2	4.6
NC(=O)NOCc1c(Cl)cccc1Cl	0.4	738	-11.2%	1.1	i	0.1	0.452	-0.277	0.423	-0.158	i	26.6	-0.45	1283	0.2	1093	2.7	2.8	0.8
S=C(Nc1ccccc1)N1CCN(Cc2ccccc2)CC1	0.4	688	x	x	i	0.4	1.33	-0.661	0.711	-1.74	i	28.9	x	x	1.0	1413	x	x	x
CCCc1c(C(=O)Nc2ccc(F)cc2F)cnn1-c1ccccc1	8.3	730	x	x	i	0.7	0.407	-0.242	0.0547	-0.14	i	37.0	-0.16	1369	-4.4	1144	x	x	x
C=CCn1c(=NC(=O)c2ccc(S(=O)(=O)N3CCCC3)cc2)sc2cc(NC(C)=O)ccc21	-51.7	519	-10.9%	1.2	i	0.2	-0.505	-0.299	-0.572	1.12	i	52.0	-0.37	1266	1.6	459	2.5	3.1	3.6
